IL1B secr inh – blocks inflammasome-driven IL-1 beta release; THP-1 LPS/ATP IL-1B secretion, AlphaLISA, 16 h; stronger effect = lower value; activity change, % at 57.5 µM; actives 4.7% (n = 360,000); AID 743279; in the data active = activity change below about -50%; inconclusive = mostly about -30% to -49%; also: % is scaled to controls: 0 for no effect and ±100 for the full control effect
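Secreted IL-1B measured by AlphaLISA bead assay after 16 h compound exposure of THP-1 cells; compounds (final up to 57.5 uM) added 1 h before LPS (250 ng/mL) and ATP (1.25 mM) stimulation; lower signal means less secretion.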
HT1080 IDH1KD tx – toxicity to HT-1080 IDH1 knockdown cells (counter line) | HT-1080 IDH1 knockdown viability, ATP luminescence, 48 h | Potency, µM (highest dose often 46.1 µM), inactives show at the top dose activity, negative = toxicity, hits mostly cytotoxic | actives 2% (n = 360,000) | AID 686971;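 also: potency is read from the fitted curve at half-maximal effect; 0% = DMSO wells and -100% = cell-free medium wells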
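In this qHTS, HT-1080 cells depleted of IDH1 are exposed for 48 h at 37 °C to compound titrations. Toxicity is scored from CellTiter-Glo luminescence, with DMSO as full viability and medium alone as none.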
KB-V1 MDR tox – KB-V1 MDR subline cytotoxicity; KB-V1 MDR cells viability, CellTiter-Glo, 72 h; Potency, µM (titrated, usually from 46.1 µM), without a hit: top-dose activity change, negative = cytotoxicity, actives largely listed as cytotoxic; actives 3.4% (n = 400,000); AID 1347076; also: potency is read from the fitted curve at half-maximal effect; % is scaled to controls: 0 for no effect and ±100 for the full control effect; nearly all actives have a fitted effect of over 60% in size
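KB-V1, DMEM (no phenol red) + 10% FBS; cpd pin-transferred, titration series; 72 h, 37 degrees C; CellTiter-Glo, luminescence. Data normalized, curve-fit.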
GLP-1R agonist – agonists of human GLP-1 receptor. AID 624172. HEK293 GLP-1R CRE-luciferase, luminescence, 4-6 h; cells express a hypersensitive GLP-1R form. actives 0.007% (n = 380,000). Potency, µM (series often up to 45.6 µM), for the others: at the highest dose activation, actives largely listed as activators; also: potency is read from the fitted curve at half-maximal effect; % of control where 0% means no effect
Target sequence (P43220 whole entry, looked up): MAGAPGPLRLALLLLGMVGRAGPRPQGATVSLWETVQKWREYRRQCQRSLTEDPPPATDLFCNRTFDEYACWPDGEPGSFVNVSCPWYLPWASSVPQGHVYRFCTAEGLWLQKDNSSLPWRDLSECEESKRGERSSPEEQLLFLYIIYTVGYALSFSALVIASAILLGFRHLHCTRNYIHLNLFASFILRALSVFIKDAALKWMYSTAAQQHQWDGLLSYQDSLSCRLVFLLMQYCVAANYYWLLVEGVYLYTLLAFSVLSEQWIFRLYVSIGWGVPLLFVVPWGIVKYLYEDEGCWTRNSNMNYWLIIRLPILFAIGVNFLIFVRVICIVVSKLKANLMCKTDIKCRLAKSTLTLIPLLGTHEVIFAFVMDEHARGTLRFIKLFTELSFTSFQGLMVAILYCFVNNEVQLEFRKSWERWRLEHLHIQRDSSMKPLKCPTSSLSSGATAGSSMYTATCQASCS
KB-3-1 tox – KB-3-1 parental cell cytotoxicity | KB-3-1 viability, CellTiter-Glo ATP luminescence, 72 h | actives 1.4% (n = 400,000) | Potency, µM (highest dose often 46.1 µM), for the others: at the highest dose activity change, negative = cytotoxic, actives largely listed as cytotoxic; also: potency is read from the fitted curve at half-maximal effect; % is scaled to controls: 0 for no effect and ±100 for the full control effect; nearly all actives have a fitted effect of over 60% in size
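Cytotoxicity measured as CellTiter-Glo luminescence after 72 h at 37 C. Compound titrations were pinned onto drug-naive KB-3-1 parental adenocarcinoma cells grown in DMEM with 10% FBS, and normalized data fitted to concentration-response curves.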
HT1080-NT tox – kills 2HG-producing HT-1080-NT fibrosarcoma cells; HT-1080-NT fibrosarcoma viability, CellTiter-Glo ATP luminescence, 48 h; actives 1.6% (n = 360,000); AID 686970; Potency, µM (doses to about 46.1 µM), for the others: top-dose activity, negative = less viability, usual class: cytotoxic;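 also: NT is the 2HG producing partner of a matched IDH1 knockdown line; potency is read from the fitted curve at half-maximal effect; 0% = DMSO-treated cells and -100% = media-only wells without cells; nearly all actives have a fitted effect of over 55% in size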
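HT-1080-NT fibrosarcoma cells (2HG-overproducing), 750 cells/well in RPMI with 5% FBS, dosed after 2 h and incubated 48 h at 37C. CellTiter-Glo luminescence normalized to DMSO and no-cell wells; concentration-response curves fitted and classed.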
SW480 rerep – DNA re-replication induction in SW480 cells. SW480 DNA re-replication, Hoechst DNA content imaging, 48 h. Potency, µM (series often up to 46.1 µM), for the others: at the highest dose re-replication activation, hits mostly activators. actives 1.8% (n = 340,000); also: potency is read from the fitted curve at half-maximal effect; % of control where 0% means no effect; nearly all actives have a fitted effect of over 55% in size
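DNA re-replication was detected as more nuclei of elevated Hoechst intensity after 48 hr exposure to compound (23 nL pinned per well of 250 cells).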
D3 ag – D3 dopamine receptor (human) agonism | P35462 | D3R DiscoveRx beta-arrestin cells, luminescence, 90 min | max activation, % | actives 0.58% (n = 410,000); in the data active = max activation above about 30%; also: 0% is about no effect; mostly tested at two doses, the higher about 12 µM
Target sequence (P35462 whole entry, looked up): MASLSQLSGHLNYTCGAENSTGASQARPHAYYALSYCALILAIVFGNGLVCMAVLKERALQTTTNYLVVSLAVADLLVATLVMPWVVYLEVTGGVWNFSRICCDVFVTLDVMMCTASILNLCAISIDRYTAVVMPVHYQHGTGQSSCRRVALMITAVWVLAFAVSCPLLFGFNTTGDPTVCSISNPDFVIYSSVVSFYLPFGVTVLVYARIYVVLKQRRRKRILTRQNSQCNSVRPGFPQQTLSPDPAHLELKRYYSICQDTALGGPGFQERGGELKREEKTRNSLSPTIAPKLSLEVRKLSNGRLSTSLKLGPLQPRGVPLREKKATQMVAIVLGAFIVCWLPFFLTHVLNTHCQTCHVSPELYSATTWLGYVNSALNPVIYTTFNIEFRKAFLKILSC
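Cells at 1500/well, incubated overnight, then treated with pinned compounds (dopamine as control) for 90 min at 37 degrees C. DiscoveRx reagent added for 30 - 60 minutes at room temperature; luminescence read.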
D3 antag – antagonists of human D3 dopamine receptor; actives 2.5% (n = 360,000); D3R cells, DiscoveRx beta-arrestin luminescence, antagonist mode; stronger effect = lower value; max response, negative = inhibition, %; P35462; in the data active = max response below about -50%; inconclusive = no clear call, values can overlap the other calls; also: % is scaled to controls: 0 for no effect and ±100 for the full control effect; mostly tested at two doses, the higher about 12 µM
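Cells expressing the human receptor were seeded at 1500 cells/well, incubated overnight at 37 degrees C in 5% CO2, then exposed to library compounds with dopamine controls for 90 minutes at 37 degrees C before luminescent detection.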
The depositor's hits bear a star; ? = inconclusive; . = no result given; [ ] = another dose, or the depositor's remark. Unless noted, calls follow the shape of the dose curve; as a rule, active = well fitted curve in the direction sought with a large enough effect; inconclusive = small, poorly fitted or top-dose-only effect, or another doubt; inactive = no such curve, though single readings can be large; an effect the other way counts as inactive or inconclusive.

entry	compound	IL1B secr inh	HT1080 IDH1KD tx	KB-V1 MDR tox	GLP-1R agonist	KB-3-1 tox	HT1080-NT tox	SW480 rerep	D3 ag	D3 antag
1	CCOc1ccc(OCCOc2ccc(/C=C/C(=O)O)cc2OCC)cc1	-7.9	0.9%	1.5%	-0.4%	7.7%	-1.1%	-5.8%	0.8	-0.8
2	Cn1c(=O)c(=O)n(C)c2cc(N3CCCCC3)c(NS(=O)(=O)c3ccc(Br)cc3)cc21	?	-11.1%	-17.6%	16.9%	-20.5%	-1.1%	7.31µM*	-0.1	-5.7
3	COc1ccc(CC(=O)O/N=C(\N)Cc2ccc([N+](=O)[O-])cc2)cc1	-1.4	9.8%	-2.9%	2.3%	-0.2%	18.7%	-6.3%	-17.1	12.4
4	CC1CCCCC1NC(=O)c1ccc2c(c1)OCCO2 (stereo not drawn)	2.6	-4.5%	?	-5.3%	-2.2%	4.6%	?	-2.4	-10.1
5	O=C(C1CCCCC1)N1CCCc2ccccc21	20.9	-6.1%	7.2%	1.0%	29.0%	-2.4%	-2.1%	2.9	9.4
6	Cc1ccc(S(=O)(=O)NC(=NC2CCCCC2)c2ccc(Cl)cc2)cc1	0.2	9.4%	7.2%	-1.6%	3.9%	19.2%	2.8%	12.1	6.2
7	COC(=O)COc1ccc(C2Nc3c(Cl)ccc(C(=O)O)c3C3C=CCC32)cc1 (stereo not drawn)	-19.6	9.2%	26.2%	-1.6%	10.7%	5.5%	-7.8%	3.1	8.0
8	NC(=O)C1CCN(c2nc(-c3ccccc3N)cs2)CC1	.	.	-11.9%	-2.9%	14.1%	.	-8.3%	.	.
9	O=C(CCc1ccccc1)NC(NC(=S)Nc1ccc(Cl)cc1)C(Cl)(Cl)Cl (stereo not drawn)	-3.9	?	-23.3%	-22.8%	18.4µM*	?	?	-5.9	?
10	COc1ccc(C(=O)N/N=C/c2ccc3cccc(O)c3n2)cc1	-27.2	?	?	0.6%	9.9%	?	?	-15.7	0.2
11	NC(=O)c1ccsc1NC(=O)CSc1ncnc2sccc12	-6.8	-16.2%	-3.9%	23.1%	?	-28.5%	-8.7%	0.3	5.0
12	Cc1ccccc1N(CC(=O)Nc1ccc(S(=O)(=O)N2CCOCC2)cc1)S(C)(=O)=O	-3.7	-9.8%	-6.9%	3.4%	-3.2%	-12.0%	1.5%	-11.6	13.7
13	COc1ccc(CCNC(=O)CN2CCN(Cc3ccccc3F)C2=O)cc1OC	3.0	11.7%	3.3%	11.9%	8.0%	-4.2%	-40.2%[inhibitor]	1.3	17.8
14	COc1ccc(C[C@@H]2OC3(C=CC(=O)C=C3)O[C@H]2Cc2ccc(OC)cc2)cc1	-77.1*	1.3µM*	?	-12.3%	2.31µM*	5.17µM*	0.92µM*	-13.2	-117.7*
15	Cc1cc(=O)n2[nH]c(SCc3ccccc3)nc2n1	18.8	12.1%	4.3%	-1.7%	-0.4%	3.7%	-0.3%	4.2	30.5
16	C/C(=N\Nc1ccc(S(N)(=O)=O)cc1[N+](=O)[O-])c1ccc2c(c1)OCO2	37.5	?	-14.0%	9.1%	-5.0%	?	?	-1.9	-5.9
17	COc1ccc(Cl)cc1NC(=O)CN(C)C(=O)CN1C(=O)NC(C)(c2ccc3ccccc3c2)C1=O (stereo not drawn)	-52.9*	?	?	-0.5%	10.3µM*	?	-1.7%	0.0	-22.0
18	CC(CC(=O)NCc1ccc(F)cc1)c1ccccc1 (stereo not drawn)	71.6	-1.0%	10.9%	1.5%	-0.1%	7.9%	3.5%	1.1	0.0
19	COc1ccc(/C=C(/C#N)S(=O)(=O)c2ccc(C)cc2)cc1	3.2	-0.8%	23.6%	-17.3%	-11.9%	2.5%	-7.9%	13.6	4.8
20	Fc1ccc(Nc2nnc(C(F)(F)F)s2)cc1Cl	.	?	?	2.5%	?	?	?	-10.0	3.7
21	CC(=O)C1=C(C)NC(SCC(N)=O)=C(C#N)C1c1cccnc1 (stereo not drawn)	18.9	0.8%	-9.5%	1.0%	-0.4%	2.2%	-2.4%	0.1	12.0
22	O=[N+]([O-])c1ccccc1S(=O)(=O)N/C(=N/S(=O)(=O)c1ccccc1)c1ccccc1	29.4	12.5%	-1.7%	-1.2%	1.0%	7.4%	-13.5%	-0.9	-11.3
23	O=c1oc(C2(O)CCCCC2)cc2ccc(Br)cc12	-2.5	-2.6%	8.5%	10.4%	13.6%	-3.3%	-12.9%	-11.0	9.5
24	O=C(Nc1ccccc1Cl)c1ccccc1Cc1ccccc1	-10.6	8.9%	-11.4%	-0.2%	-6.8%	8.7%	-3.9%	-7.6	-8.6
25	Cc1ccc(C(=O)Nc2nnc(-c3ccco3)o2)cc1	-3.6	-27.4%	-13.5%	-28.1%	?	-23.4%	?	-5.8	-18.9
26	NCCc1nnc(SCC(=O)c2ccc(Cl)cc2)o1	-7.2	-11.8%	9.0%	12.2%	4.1%	-11.8%	-12.8%	2.2	17.8
27	CCOC(=O)c1ccc(NS(=O)(=O)c2ccc(SC)cc2)cc1	6.0	-11.0%	23.1µM*	10.0%	-28.7%	0.7%	6.3%	3.8	14.9
28	COc1cc2oc(=O)cc(-c3ccc(-c4ccc(C#N)cc4)cc3)c2c(OC)c1OC	56.3	-1.8%	0.0%	4.2%	0.0%	-3.2%	-55.9%[inhibitor]	0.0	-18.2
29	O=C(CSc1nnc(-c2ccccc2)o1)N1CCCC1	-3.0	18.1%	13.2%	2.6%	3.7%	14.2%	-2.8%	-5.8	-21.0
30	CCCCn1c(N)c(N(CCOC)C(=O)C2CCCN(C(=O)c3ccc(Cl)cc3)C2)c(=O)[nH]c1=O (stereo not drawn)	15.9	9.1%	27.0%	-0.2%	7.0%	11.0%	?	3.5	-0.5

Continued; it opens with the two that closed the last part.
entry	compound	IL1B secr inh	HT1080 IDH1KD tx	KB-V1 MDR tox	GLP-1R agonist	KB-3-1 tox	HT1080-NT tox	SW480 rerep	D3 ag	D3 antag
29	O=C(CSc1nnc(-c2ccccc2)o1)N1CCCC1	-3.0	18.1%	13.2%	2.6%	3.7%	14.2%	-2.8%	-5.8	-21.0
30	CCCCn1c(N)c(N(CCOC)C(=O)C2CCCN(C(=O)c3ccc(Cl)cc3)C2)c(=O)[nH]c1=O (stereo not drawn)	15.9	9.1%	27.0%	-0.2%	7.0%	11.0%	?	3.5	-0.5
31	CCN1CCN(S(=O)(=O)Cc2ccccc2)CC1	1.1	-0.4%	-21.5%	4.3%	-2.4%	5.1%	-25.0%	-4.3	-20.2
32	CCOc1ccc(Br)cc1S(=O)(=O)Nc1ccc(NC(=O)c2ccccc2F)cc1	-8.0	-26.5%	?	15.6%	?	-27.9%	?	2.0	-14.1
33	COc1cccc(CN2CCc3[nH]c(=S)[nH]c(=O)c3C2)c1	0.0	13.7%	16.9%	4.1%	-1.6%	17.9%	-8.3%	-1.6	-14.1
34	Cc1cc(-c2nnc(SCC(=O)Nc3cccc(C)c3C)n2N)n[nH]1	-8.6	1.1%	-0.7%	-6.4%	1.7%	0.0%	-5.1%	2.9	9.9
35	CCOC(=O)COc1ccc2c(c1)C(=O)CC1(CCCCC1)O2	-7.8	-20.0%	2.5%	11.1%	-10.2%	7.4%	-6.6%	2.6	-23.8
36	CCCc1cc(C(=O)Nc2cccc(C(C)=O)c2)no1	-12.6	11.0%	26.9%	13.5%	-1.1%	21.2%	-2.9%	-8.3	2.0
37	CCOC(=O)C1CCN(CC(O)COCc2ccccc2)CC1 (stereo not drawn)	2.3	-0.7%	12.9%	1.6%	10.9%	13.6%	2.0%	-8.0	6.5
38	COc1ccc(NCc2nnc(SCCN3CCCCC3)n2-c2ccc(C)cc2)cc1	-20.8	-10.3%	6.5%	2.2%	2.8%	-2.4%	0.1%	-3.8	-24.7
39	Cc1ccc(CN(C(=O)c2ccccc2[N+](=O)[O-])C2CCS(=O)(=O)C2)o1 (stereo not drawn)	-26.0	-1.9%	-6.7%	-1.6%	-0.7%	15.4%	-21.8%	-4.0	-24.0
40	CC(C)CCn1c(=O)c2ccccc2n2c(CN(C)Cc3ccccc3)nnc12	-23.0	-6.8%	?	0.4%	-17.5%	-2.5%	-9.2%	-3.7	19.8
41	O=C(O)CCCCCNS(=O)(=O)c1cccc2nsnc12	12.4	4.4%	13.3%	-5.8%	15.4%	9.3%	-6.2%	1.2	9.9
42	O=C(Cn1nc(-c2ccccc2)ccc1=O)Nc1ccc(N2CCN(C(=O)c3ccccc3)CC2)cc1	-27.8	1.8%	17.3%	-7.0%	15.0%	-1.0%	-3.6%	10.4	12.8
43	COc1ccccc1-c1cc(C(=O)NC2CCCC2)no1	-28.5	-1.1%	?	14.2%	?	-0.1%	-3.0%	-20.7	-24.9
44	COC(=O)c1nc(NC(=O)c2cc(OC)c(OC)c(OC)c2)n[nH]1	38.9	16.2%	-1.1%	0.3%	-3.0%	10.9%	-2.8%	-3.5	-6.3
45	COc1ccc(OC(C)C(=O)Nc2cccc(OC)c2)cc1 (stereo not drawn)	-14.2	-2.3%	-0.3%	18.8%	-2.6%	0.7%	1.2%	7.5	-4.2
46	Cc1ccc(-n2c(-c3ccc(Cl)cc3Cl)n[nH]c2=S)cc1	-5.6	0.7%	-14.1%	-2.2%	-6.9%	-9.3%	-4.3%	-6.7	0.0
47	CC(C)(C)NC(=O)C(c1ccnc2ccccc12)n1c(=O)c(-c2ccccc2)nc2ccccc21 (stereo not drawn)	11.6	11.0%	-24.7%	.	-17.7%	10.8%	.	2.5	1.7
48	CCCSc1nnc(Cc2cc(=O)[nH]c(=O)[nH]2)n1-c1cc(C)ccc1C	41.2	6.7%	-1.2%	10.8%	14.4%	10.1%	-6.6%	-2.3	-9.8

An unsorted share of the library, and some 12% of all compounds hit somewhere here.
